MBD2 DNA inh – inhibitors of MBD2 binding to methylated DNA, primary screen, biochemical, TR-FRET, DNA-binding domain, human; Methyl-CpG-binding domain protein 2 (Homo sapiens), Q9UBB5; MBD2 binding to methylated oligonucleotide; inhibition, % at 4.4 µM; 0.31% of 370,000 active; AID 686964, 2013; in the data active means inhibition above about 13%
ABHD4 inh – ABHD4 inhibitors, primary screen, biochemical, fluorescence polarization, mouse; 0.54% of 370,000 active; inhibition, % at 8.92 µM; (Lyso)-N-acylphosphatidylethanolamine lipase (Mus musculus), Q8VD66; purified mABHD4, FP-Rh probe fluorescence polarization;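 active means inhibition exceeding the mean over every tested compound plus 3 SD, cut at about 30% in these data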;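 further: 0% = plate median of compound wells and 100% = S159A mutant with DMSO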
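system = mouse ABHD4 enzyme, wild type | medium = HEPES pH 7.0, NaCl, Pluronic buffer | also added = FP-Rh probe | incubation = Enzyme–compound pre-incubation 45 min, then probe 60 min, both 25 °C | technique = fluorescence polarization, excitation 525 nm, emission 598 nm, BODIPY TMR filters | controls = S159A mutant high control, sample median low control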
PRMT1 inh – PRMT1 methyltransferase inhibitors, primary screen, biochemical, fluorescence polarization | inhibition, % at 2.79 µM | 1.3% of 370,000 active | recombinant PRMT1, activity-based probe fluorescence polarization | AID 652257, 2013;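 active means inhibition above about 21% made by adding two undisclosed values, limit read from the data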
Target sequence (Q99873 whole entry, looked up): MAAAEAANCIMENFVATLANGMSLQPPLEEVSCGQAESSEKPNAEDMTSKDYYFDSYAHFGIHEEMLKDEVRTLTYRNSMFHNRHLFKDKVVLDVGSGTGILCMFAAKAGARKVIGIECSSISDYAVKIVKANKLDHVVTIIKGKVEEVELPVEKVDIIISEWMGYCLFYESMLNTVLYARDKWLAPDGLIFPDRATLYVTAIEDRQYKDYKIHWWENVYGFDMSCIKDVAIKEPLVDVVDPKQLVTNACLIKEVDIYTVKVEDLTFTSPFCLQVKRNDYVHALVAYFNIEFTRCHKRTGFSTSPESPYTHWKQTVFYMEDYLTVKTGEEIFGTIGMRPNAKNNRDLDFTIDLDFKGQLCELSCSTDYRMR
NR1D1 modulator – modulators of Rev-erb alpha DNA binding, primary screen, biochemical, FITC-DNA, fluorescence polarization, uHTS; Rev-erbα–FITC-DNA binding, 90 min; activity, % at 10 µM; 0.79% of 370,000 active; AID 1259318, 2017;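 active means activity above about 14%, limit read from the data; passing the limit was not always enough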;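 further: 0% = DMSO wells with 35 nM protein and 100% = DMSO wells with 750 nM protein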
HTRA1 inh – HTRA1 serine protease inhibitors, primary screen, biochemical, fluorescence polarization, HTS | recombinant HTRA1, FP-rhodamine activity-based probe | inhibition, % at 5.96 µM | Q92743 | 0.5% of 340,000 active; in the data active means inhibition above about 36%;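 further: 0% = enzyme with DMSO and 100% = wells lacking enzyme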
Target sequence (Q92743 whole entry, looked up): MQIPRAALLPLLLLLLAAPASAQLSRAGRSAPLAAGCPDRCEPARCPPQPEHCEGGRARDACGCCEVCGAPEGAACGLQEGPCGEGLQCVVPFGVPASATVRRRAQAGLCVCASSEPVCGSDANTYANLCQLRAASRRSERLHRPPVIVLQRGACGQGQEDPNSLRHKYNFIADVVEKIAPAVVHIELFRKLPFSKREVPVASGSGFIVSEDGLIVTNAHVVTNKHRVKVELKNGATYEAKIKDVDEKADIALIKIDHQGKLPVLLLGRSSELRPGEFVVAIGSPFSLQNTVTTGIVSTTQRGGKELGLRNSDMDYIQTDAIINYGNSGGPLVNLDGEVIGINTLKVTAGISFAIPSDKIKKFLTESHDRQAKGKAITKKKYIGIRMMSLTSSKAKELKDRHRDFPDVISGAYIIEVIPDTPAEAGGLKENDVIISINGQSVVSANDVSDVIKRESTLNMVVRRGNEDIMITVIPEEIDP
PG9 binder – binders of HIV-1 gp120 antibody PG9, primary screen, biochemical, TR-FRET. inhibition, % at 6.7 µM. TR-FRET gp120-PG9 antibody binding. HIV-1 gp120 / PG9 antibody interaction. AID 624416, 2012. 0.43% of 360,000 active; in the data active means inhibition above about 8.5%
rCAG RNA binder – binders of r(CAG) RNA repeats, primary screen, biochemical, fluorescence | 1.3% of 370,000 active | inhibition, % at 3 µM | r(CAG) RNA repeat, TO-PRO-1 dye displacement fluorescence | AID 651821, 2012;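 active means inhibition above the plate cutoff, the mean of all test compounds on that plate plus 3 SD, cut at about 35% in these data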;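 further: 0% = DMSO alone and 100% = 100 µM mitoxantrone as full dye displacement; higher means more dye released from RNA so lower well fluorescence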
UHRF1 binding – UHRF1 methylated DNA binding inhibitors, primary screen, counter-screen for MBD2 inhibitor project, biochemical, TR-FRET, human UHRF1, single concentration | E3 ubiquitin-protein ligase UHRF1 (Homo sapiens), Q96T88 | UHRF1 binding to methylated oligo | inhibition, % at 4.4 µM | 0.75% of 370,000 active | AID 687016, 2013; in the data active means inhibition above about 21%;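 further: UHRF1 SRA domain binding a hemimethylated CpG hairpin DNA probe; 0% = median of test compound wells and 100% = reference inhibitor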
TCR CD3 inh – inhibitors of human TCR-CD3 interaction, primary screen, biochemical, fluorescence, TAMRA-labeled TCR probe. T-cell receptor (TCR). 0.37% of 360,000 active. inhibition, % at 9.4 µM; in the data active means inhibition above about 19%;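 further: recombinant mutant TCR 2C K166C tagged with TAMRA read by polarization; 0% = receptor in buffer alone and 100% = receptor with positive control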
LEDGF integ inh – blockers of LEDGF/p75-dependent integrase strand transfer – biochemical, TR-FRET, high throughput, primary screen. HIV-1 integrase (with human LEDGF/p75). TR-FRET IN-LEDGF/p75 DNA integration, Eu/Cy5. inhibition, % at 3.7 µM. 0.64% of 370,000 active;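 active means inhibition above the screen-wide mean plus 3 SD, cut at about 13% in these data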;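 further: signal is the Cy5 over europium emission ratio at 671 and 618 nm; 0% = plate median of compound wells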
Starred values were filed as active, the others as inactive; . = no result given. A portion of the library; the hit share may differ from the screen's.

SMILES	MBD2 DNA inh	ABHD4 inh	PRMT1 inh	NR1D1 modulator	HTRA1 inh	PG9 binder	rCAG RNA binder	UHRF1 binding	TCR CD3 inh	LEDGF integ inh
CCN1CCc2c(sc(NC(=O)c3ccc(S(=O)(=O)N4CC(C)OC(C)C4)cc3)c2C(N)=O)C1 (stereo not drawn)	5	-1	0	1	2	-2.4	4	20	-1	0
O=C(CN1CCN(Cc2ccccc2)CC1)NCCc1ccccc1	3	7	-1	8	7	-0.2	-5	-2	10	2
O=C(Nc1cc2c3c(c1)CC(=O)N3CCC2)c1ccc(Br)o1	3	0	-1	5	-2	-1.0	3	1	-4	2
O=C(CCS(=O)(=O)c1ccc(Br)cc1)N1CCN(c2ccc(Cl)cc2)CC1	-1	0	-3	1	8	0.4	3	-2	2	0
C=CCN1C(=O)[C@H](CC(=O)NCC23CC4CC(CC(C4)C2)C3)[C@@]2(C(=O)OC)CCCCC=C12	-2	5	-3	2	.	.	3	-1	.	-1
COc1cc(NC(=O)CN2C(=O)COc3ccc(S(=O)(=O)N4CCCC4)cc32)cc(OC)c1	-4	2	0	-1	-5	1.2	3	-1	4	0
CCOC(=O)Cn1c(=O)oc2ccc(C)cc21	-4	2	-3	7	-3	-2.6	-2	0	8	2
CC(=O)c1ccc(OC(=O)C(CCS(C)(=O)=O)N2C(=O)c3ccccc3C2=O)cc1 (stereo not drawn)	-1	-9	-3	3	0	-5.6	0	3	-8	5
COc1ccccc1CCNC(=O)CSc1nnc2ccc(-c3cccnc3)nn12	3	-5	3	-3	8	1.6	1	4	-13	-4
Cc1cccc(N2CCN(C(=O)CCCSc3nc4ccccc4[nH]3)CC2)c1C	-1	-5	-3	5	-11	1.4	-1	3	-4	-3

The closing 4 records of the section before come first, to join the parts:
SMILES	MBD2 DNA inh	ABHD4 inh	PRMT1 inh	NR1D1 modulator	HTRA1 inh	PG9 binder	rCAG RNA binder	UHRF1 binding	TCR CD3 inh	LEDGF integ inh
CCOC(=O)Cn1c(=O)oc2ccc(C)cc21	-4	2	-3	7	-3	-2.6	-2	0	8	2
CC(=O)c1ccc(OC(=O)C(CCS(C)(=O)=O)N2C(=O)c3ccccc3C2=O)cc1 (stereo not drawn)	-1	-9	-3	3	0	-5.6	0	3	-8	5
COc1ccccc1CCNC(=O)CSc1nnc2ccc(-c3cccnc3)nn12	3	-5	3	-3	8	1.6	1	4	-13	-4
Cc1cccc(N2CCN(C(=O)CCCSc3nc4ccccc4[nH]3)CC2)c1C	-1	-5	-3	5	-11	1.4	-1	3	-4	-3
CCC1CCC2(CC1)SCC(=O)N2c1ccccc1 (stereo not drawn)	1	1	2	2	.	-1.7	-2	0	-2	-5
CCN(c1ccccc1)S(=O)(=O)c1ccc(NC(=O)c2ccco2)cc1	-3	-8	-2	5	-22	5.1	1	-1	3	0
COc1ccccc1CNC(=O)c1ccc(N2CCOCC2)c([N+](=O)[O-])c1	-6	-3	-1	-2	5	-0.4	-5	-6	4	4
O=C(NCc1ccccc1)[C@@H]1CCCN1C(=O)[C@H]1CCCN1C(=O)c1ccc(F)c(C(F)(F)F)c1	-5	-2	-5	0	.	-0.1	1	0	-1	2
COc1ccc(S(=O)(=O)N2CCC(C(=O)O)(c3ccccc3)CC2)cc1	-1	0	-5	4	-8	0.9	2	4	-9	3
O=C(Nc1ccccc1)NC1CCCCNC1=O (stereo not drawn)	-3	2	-1	4	.	-2.2	0	2	10	1
CC(NC(=O)c1ccccc1NC(=O)CSc1nnnn1C)c1ccccc1 (stereo not drawn)	0	5	0	4	-6	-0.2	-6	1	1	2
CN(C)C(=O)COc1ccc2c3c(c(=O)oc2c1)CCCC3	2	-2	4	-1	3	-0.4	-2	-2	-8	-1
CCC(C)NC(=O)CC(NS(=O)(=O)c1ccc(Cl)cc1)c1ccco1 (stereo not drawn)	-7	7	1	-4	5	-1.8	-2	2	3	-1
Cc1ccccc1-c1nc(C(=O)NCC2CCCO2)cc2c1[nH]c1ccccc12 (stereo not drawn)	-3	-18	-4	-3	-90	-0.3	7	-1	-3	0
CCOc1ccccc1NC(=O)C(CC)Sc1nc2ccncc2[nH]1 (stereo not drawn)	1	5	3	-2	-3	-1.0	1	3	2	2
CC(CC(=O)N1CCN(c2ccc(C(F)(F)F)cn2)CC1)n1ccnc1 (stereo not drawn)	-1	-5	-3	-1	-5	0.2	-5	0	-4	-6
COC(=O)c1ccccc1NC(=O)c1cc2sccc2n1C	3	-4	-1	-1	-15	-2.5	7	-3	-3	-1
COc1ccc2c(c1)c(C(=O)N/N=C/c1ccccc1Cl)c(C)n2C	1	-3	-3	-5	-6	-1.8	8	-2	-1	-3
CCOC(=O)C1CCN(Cc2nnc(-c3ccccc3C)o2)CC1	-4	4	2	2	6	3.0	-8	0	-4	-4
Brc1ccc(CN2CCCCCC2)cc1	-7	10	-4	-3	2	-1.9	-6	-2	6	5
O=C1N/C(=C/c2cccn2-c2ccc(F)cc2)C(=O)N1Cc1ccccc1F	-5	4	2	-6	-8	-0.5	12	-1	-1	-2
CCN1CCCC1CNC(=O)c1ccc2c(c1)NC(=O)/C(=C\c1ccccc1F)S2 (stereo not drawn)	-6	-4	-3	-2	-43	-1.2	10	-6	6	1
CC(=O)c1ccc(OCc2cc(C(=O)N(C)C3CCOC3)no2)cc1 (stereo not drawn)	-8	-5	-1	-3	-3	0.0	-4	-1	1	-3
Cc1noc(C)c1S(=O)(=O)Nc1ccc(C(=O)NC2CCCCC2C)cc1 (stereo not drawn)	-3	1	-2	-1	3	-1.7	5	-2	-1	-1
O=C(Nc1ccc(N2CCCC2)c(Cl)c1)c1ccccc1[N+](=O)[O-]	-1	2	2	0	5	-0.6	7	5	0	-6
Cc1ccc(C)c(S(=O)(=O)N2CCN(C(=O)Cn3c(=O)cnc4ccccc43)CC2)c1	-2	-2	1	3	1	0.1	-1	-2	-6	0
O=C(COC(=O)c1ccc(Br)o1)Nc1nc2ccccc2s1	0	-15	0	-3	-31	-1.6	8	-3	4	-1
COc1cccc(C(=O)N=c2sc3cc(S(C)(=O)=O)ccc3n2C)c1	8	-11	2	7	.	39*	4	5	0	-1
O=C(CS(=O)(=O)c1ccccc1)Nc1cccnc1	0	0	5	-1	3	-2.5	0	3	-4	-1
O=C(/C=C/c1ccc(Cl)cc1Cl)NCc1ccco1	3	-17	2	2	-11	0.7	-2	15	-4	4
CSc1ccc(/C=C(\NC(=O)c2ccco2)C(=O)N2CCCCC2)cc1	0	0	-1	-5	-3	-0.8	-6	0	-5	4
O=C(Nc1nccs1)c1ccc(Cl)c([N+](=O)[O-])c1	-4	3	4	0	-3	0.4	2	-2	-1	3
O=C(CNC(=O)c1ccccc1Cl)c1ccccc1	0	5	-2	-2	3	-0.6	1	-3	5	3
C/C(=N\NC(=O)c1ccccc1F)c1ccc(C#N)cc1	0	-2	4	-4	-2	-0.2	-1	9	1	0
O=C(c1cnn2ccccc12)N1CCN(C2CCCCC2)CC1	-2	2	1	-8	7	-0.6	1	2	5	-2
O=c1ccn([C@@H]2O[C@H](CNCc3ccc(-n4cccn4)cc3)[C@@H](O)[C@H]2O)c(=O)[nH]1	1	1	0	6	5	-2.2	-1	0	5	-2
CNC(=O)CSc1nc(N)c2c3c(sc2n1)CCC3	-2	3	6	-3	0	-4.1	6	0	4	5
CSc1nc(=NC(C)=O)ss1	-4	3	1	-6	-3	1.1	2	3	3	0
CC(=O)NCCNc1nc2cc(-c3ccccc3)sc2c(=O)n1C	1	-11	-6	5	.	1.9	1	-2	-6	3
COc1ccccc1-n1c(SCC(=O)O)nc2c(sc(=S)n2-c2ccc(Cl)c(C)c2)c1=O	2	7	3	-8	-13	-1.0	66*	0	0	-2
CCCCn1c(N)c(N(CC(C)C)C(=O)c2c(-c3ccccc3)noc2C)c(=O)[nH]c1=O	1	-1	4	0	3	2.9	6	3	-7	-3
O=C(NCc1cccnc1)c1csc([C@@H]2C[C@H](O)[C@@H](CO)O2)n1	-3	-1	2	-3	.	0.1	1	0	2	2
Cc1nc(NC(=O)CSc2nc3cccnc3n2Cc2ccccc2)sc1C	-1	-3	-2	-6	-13	1.5	-5	-3	5	1
Cc1noc(C)c1COc1cccc(C(=O)OC(C)C(=O)Nc2ccc3c(c2)OCO3)c1 (stereo not drawn)	0	-2	4	3	-8	1.6	2	3	1	-3
COc1cc2c(cc1OC)CN(C(=O)c1cc(C3CC3)nn1-c1ccccc1)CC2	-5	4	-3	4	-10	-1.8	-1	-1	-7	1
O=C(NCc1ccccc1)c1cccnc1Sc1ccccc1	-1	-3	-8	3	1	0.2	-2	-3	-1	2
Cc1ccc(C(=O)/C=C/c2cn(CC(O)CN3CCOCC3)c3ccccc23)cc1 (stereo not drawn)	-6	4	-5	2	-24	-2.4	2	-4	5	-1
COc1ccc(S(=O)(=O)N(CC(=O)NN=C2CCN(C)CC2)c2cc(Cl)ccc2OC)cc1OC	1	-11	-4	4	-20	-3.1	4	-3	-7	1
N#CC(=C=[N-])/C=C(\C(=O)c1ccccc1)[n+]1ccccc1	-2	4	-1	-6	-1	-2.1	0	0	7	1
Nc1ccccc1C(=O)Nc1cccc(C(=O)O)c1	-7	7	-3	4	2	0.6	0	-1	-4	4
CCCCCOC(=O)C1=C(C)Nc2nnnn2C1c1ccc(OC)c(OC)c1OC (stereo not drawn)	-1	7	-2	-5	-9	1.2	-4	1	-1	1
COc1ccc(C(=O)OCC(=O)NCc2ccc3c(c2)OCO3)cc1[N+](=O)[O-]	-1	4	0	-3	-3	-2.1	2	0	1	-1
Cc1cc(OCc2cc(C(=O)N(C)C3CCOCC3)no2)cc(C)c1Cl	1	1	2	0	-4	-0.2	-6	-2	3	-3
Fc1cccc(CCN2CCNC[C@@H]2c2ccccc2)c1	2	7	3	1	1	-0.6	8	-4	3	-1
Next compounds follow:
SMILES	MBD2 DNA inh	ABHD4 inh	PRMT1 inh	NR1D1 modulator	HTRA1 inh	PG9 binder	rCAG RNA binder	UHRF1 binding	TCR CD3 inh	LEDGF integ inh
CCC(=O)N1CCN(c2ccc(Cl)cc2NC(=O)Cc2ccccc2)CC1	-1	2	2	-3	1	-2.0	-6	0	2	0
Cc1ccc(C)c(N2N=C(C(=O)Nc3ccccc3N3CCOCC3)CCC2=O)c1	-1	-3	2	4	1	-0.6	1	0	4	-3
O=C(CSc1nc(C(F)(F)F)cc(=O)[nH]1)N1CCCCCC1	5	-11	8	6	0	-0.9	2	6	-1	-3
O=C1CCC([N+](=O)[O-])C(c2ccc(Cl)cc2Cl)N1 (stereo not drawn)	-8	2	-1	0	1	1.4	-1	-1	6	0
COc1ccc(C2=NOC(Cn3nc(-c4ccccc4C)cc3C(=O)O)C2)cc1 (stereo not drawn)	4	-6	0	4	-4	-2.1	39*	4	10	2
COc1ccc(NC(=O)C2=CC(c3ccco3)=NS(=O)(=O)N2C)cc1	1	2	-1	3	1	-0.4	3	-2	3	1
